Screening results from PubChem.
BAP1 block – inhibitors of BAP1 deubiquitinase, primary screen, biochemical, Ub-AMC fluorescence, kinetic. activity remaining (% of control), % at 20 µM. recombinant BAP1, Ub-AMC hydrolysis fluorescence kinetic; active compounds read low. AID 436, 2006. 0.48% of 72,000 active. Ubiquitin carboxyl-terminal hydrolase BAP1 (Homo sapiens), Q92560;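 active = activity remaining at or below 50% of control, provided the compound also passes the data quality filters; inactive = the rest, including low values that fail the filters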;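 note: 100% = DMSO wells rate and 0% = substrate alone blank rate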
Target sequence (Q92560 whole entry, looked up): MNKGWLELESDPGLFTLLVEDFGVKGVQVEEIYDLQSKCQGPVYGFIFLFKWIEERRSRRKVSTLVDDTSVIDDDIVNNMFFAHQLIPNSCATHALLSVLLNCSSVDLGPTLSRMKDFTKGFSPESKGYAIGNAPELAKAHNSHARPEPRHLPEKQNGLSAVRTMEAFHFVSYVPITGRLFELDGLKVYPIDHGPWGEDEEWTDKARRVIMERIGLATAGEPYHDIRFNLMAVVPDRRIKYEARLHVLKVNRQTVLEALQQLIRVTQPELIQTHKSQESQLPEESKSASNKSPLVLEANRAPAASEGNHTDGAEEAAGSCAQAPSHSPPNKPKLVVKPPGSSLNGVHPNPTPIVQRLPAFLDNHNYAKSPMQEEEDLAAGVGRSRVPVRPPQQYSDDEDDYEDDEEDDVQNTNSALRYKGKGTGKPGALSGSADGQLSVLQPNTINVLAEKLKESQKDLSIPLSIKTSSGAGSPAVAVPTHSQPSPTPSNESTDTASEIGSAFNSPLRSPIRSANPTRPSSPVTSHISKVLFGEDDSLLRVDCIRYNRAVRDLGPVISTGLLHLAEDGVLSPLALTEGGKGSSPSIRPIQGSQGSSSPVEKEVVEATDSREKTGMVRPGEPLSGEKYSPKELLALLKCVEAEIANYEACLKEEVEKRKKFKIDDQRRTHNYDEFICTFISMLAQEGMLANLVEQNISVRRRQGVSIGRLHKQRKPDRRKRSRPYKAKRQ
HePTP inhibitor – inhibitors of human HePTP phosphatase, primary screen, biochemical, absorbance, leukemia target; Tyrosine-protein phosphatase non-receptor type 7 (Homo sapiens), P35236; recombinant HePTP phosphatase activity, OD absorbance; inhibition, % at 20 µM; 0.64% of 110,000 active; in the data active = inhibition above about 50%;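 note: plate controls were vehicle for no effect and reference inhibitor for full effect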
Target sequence (P35236 whole entry, looked up): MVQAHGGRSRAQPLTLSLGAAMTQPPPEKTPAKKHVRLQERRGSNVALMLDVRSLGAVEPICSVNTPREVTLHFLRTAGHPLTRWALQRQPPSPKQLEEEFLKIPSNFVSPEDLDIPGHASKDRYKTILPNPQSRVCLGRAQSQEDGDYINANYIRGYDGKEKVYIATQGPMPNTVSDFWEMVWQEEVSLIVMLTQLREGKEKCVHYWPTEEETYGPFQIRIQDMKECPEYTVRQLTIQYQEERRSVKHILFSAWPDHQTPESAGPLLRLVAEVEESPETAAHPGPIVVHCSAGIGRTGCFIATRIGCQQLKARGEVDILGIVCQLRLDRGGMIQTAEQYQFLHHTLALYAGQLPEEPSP
* marks the source's active call; other numbers are inactive results; x = no result given; & = joins results of further samples.

SMILES	BAP1 block	HePTP inhibitor
O=C(CCc1nc2ccccc2s1)N1CCN(S(=O)(=O)c2cccs2)CC1	109.8	7.0
CCOC(=O)N1CCC(N(C(=O)Nc2ccc(CC)cc2)C(C)CC)CC1 (stereo not drawn)	98.0	3.0
CCCCSc1nnc(-c2ccc(C)cc2)o1	136.8	4.6
COc1ccccc1NC(=O)C1CCCN1C(=O)NCc1ccccc1 (stereo not drawn)	96.3	3.2
O=C(O)C1CC=CCC1C(=O)Nc1ccccc1Cl (stereo not drawn)	102.0	7.8
CC(=O)c1ccc(Cc2cnc(N)s2)cc1	133.0	-0.3
COc1ccc(-c2noc(CN3CCOCC3)n2)cc1OC	68.6	1.8
COc1ccc(OC)c(/C=C(/C#N)C(=O)Nc2cccc(Br)c2)c1	x	3.3
CCOc1ccc(S(=O)(=O)N(CC(=O)Nc2ccc(C)cc2C)c2ccc(C)cc2)cc1	x	-3.5
CCOc1cc(C=C2C(=O)NC(=S)NC2=O)ccc1OCc1ccccc1F	x	4.5
N#Cc1c(N)nc(SCC(=O)c2ccc(O)c(O)c2)c(C#N)c1-c1ccc(O)cc1	x	-2.1
CC(=O)N[C@H](C(=O)O)C(C)(C)SN=O	98.2	x
CCOc1ccc(C(=O)Nc2ncc([N+](=O)[O-])s2)cc1OCC	x	17.4
N#CNC(N)=Nc1cccc(Cl)c1	93.3	2.9
CC1=C(C(=O)OC2CCCCC2)C(c2cccnc2)n2nnnc2N1 (stereo not drawn)	110.8	-9.1
Cn1c(=O)c(C(=O)NC2CCCCCCC2)c(O)c2ccccc21	104.6	8.1
CC(=O)Oc1c(S(=O)(=O)c2ccc(C)cc2)c(C)nn1C(C)(C)C	106.7	-0.9
O=C1CN=C(Nc2nc3ccccc3o2)N1	x	1.8
COc1cccc(N=Cc2ccc(O)cc2O)c1	101.3	-9.4&-1.5
O=C(COc1c(Br)cc(Br)cc1Br)N/N=C/c1ccc(O)c([N+](=O)[O-])c1	x	8.5
Cc1oc(C)c2c(=O)ccc3c(c12)OC(N)=C(C#N)C3c1ccc(F)cc1 (stereo not drawn)	57.5	5.5
CC(C)COc1ccc(C(=O)Nc2ccc(N3CCOCC3)c(Cl)c2)cc1	x	-5.1
O=c1[nH]c(=S)[nH]c(O)c1C(c1ccncc1)c1c(O)[nH]c(=S)[nH]c1=O	x	5.6
O=C(CN1C(=O)c2cccc3cccc(c23)C1=O)NCCN1CCOCC1	x	6.1
O=C(NC1CCS(=O)(=O)C1)c1cn(-c2ccccc2)nc1-c1ccccc1 (stereo not drawn)	100.1	10.2

Continuation:
SMILES	BAP1 block	HePTP inhibitor
COC(=O)CC1NCCNC1=O (stereo not drawn)	114.0	-0.8
O=C(c1ccc(Cl)cc1Cl)N1CCN(c2cc(N3CCCCC3)c(F)cc2[N+](=O)[O-])CC1	x	3.0
O=S(=O)(NCCSc1nnnn1-c1ccccc1)c1cccs1	87.1	9.0
Cc1cc(Cl)ccc1OCC(=O)Nc1ccc(N2CCOCC2)cc1	76.1	-6.6
CCCn1c(C(O)c2ccc(N(C)C)cc2)nc2ccccc21 (stereo not drawn)	x	-8.6
CS(=O)(=O)N(CC(=O)O)c1ccccc1Cl	x	-3.1
CC(C)(C)c1cccc(/C=N/O)c1O	97.4	2.1
NC(=O)c1ccccc1NC(=O)c1cccc(F)c1	x	0.5
COc1ccc(-c2noc(COc3ccc4c(c3)OCO4)n2)cc1	80.1	4.4
COc1ccc2c(c1)cc1n2CCN2CCCN=C12	101.5	2.8
O=C(c1ccccc1)N1CCN(S(=O)(=O)c2ccccc2)C1	x	1.4
CCc1nnc(NC(=O)CSc2nnc(CNc3cccc(C)c3)n2-c2ccccc2)s1	94.2	9.0
O=C1CSC(=O)N1CN1CCCCC1	x	5.5
CC(C)c1nc2oc3c(NCC4CCCO4)ncnc3c2c2c1CCC2 (stereo not drawn)	116.0	-1.2
O=C(Nc1cccnc1)c1cc2c(ccc3ccccc32)o1	112.5	1.5
Cc1ccc2c(CC(=O)OCn3nnc4ccccc4c3=O)coc2c1	82.5	0.7
COCCCNC(=O)c1cc(-c2ccccc2)nc2ccccc12	x	-3.2
CN(C)c1ccc(NC(=O)C(=O)NCCC2=CCCCC2)cc1	x	-8.0
COc1ccc(C2C(C(=O)c3sc(C)nc3C)=C(O)C(=O)N2CCN2CCOCC2)cc1 (stereo not drawn)	82.1	7.3
COc1ccc(CN(C(=O)CNC(=O)c2ccco2)C(C(=O)NC2CCCC2)c2ccco2)cc1 (stereo not drawn)	88.0	-2.1
COCCOC(=O)C(C#N)c1nc2ccccc2nc1N1CCN(Cc2ccccc2)CC1 (stereo not drawn)	114.9	8.1
CC1CN(C(=O)c2cc(F)c(F)cc2Cl)CC(C)O1 (stereo not drawn)	161.6	2.5
CC(C)OC(=O)c1c(-c2ccc(Cl)cc2Cl)csc1NC(=O)CCC(=O)O	x	6.1
CCCCN(C)C(=O)c1cn(C)c2ccc(S(=O)(=O)N(C)C)cc2c1=O	96.0	9.3
COc1c2c(nc3ccccc13)OC(C(C)(O)CO)C2 (stereo not drawn)	89.9	x

Pulled by structure from the entries so far:
SMILES	BAP1 block	HePTP inhibitor
CCCn1c(C(O)c2ccc(N(C)C)cc2)nc2ccccc21 (stereo not drawn)	x	-8.6
CCc1nnc(NC(=O)CSc2nnc(CNc3cccc(C)c3)n2-c2ccccc2)s1	94.2	9.0
O=C(c1ccccc1)N1CCN(S(=O)(=O)c2ccccc2)C1	x	1.4
COCCOC(=O)C(C#N)c1nc2ccccc2nc1N1CCN(Cc2ccccc2)CC1 (stereo not drawn)	114.9	8.1
CC(C)c1nc2oc3c(NCC4CCCO4)ncnc3c2c2c1CCC2 (stereo not drawn)	116.0	-1.2

4 entries from above, comma-delimited:
mol,BAP1 block,HePTP inhibitor
O=C(c1ccccc1)N1CCN(S(=O)(=O)c2ccccc2)C1,x,1.4
CCc1nnc(NC(=O)CSc2nnc(CNc3cccc(C)c3)n2-c2ccccc2)s1,94.2,9.0
O=C1CSC(=O)N1CN1CCCCC1,x,5.5
CC(C)c1nc2oc3c(NCC4CCCO4)ncnc3c2c2c1CCC2 (stereo not drawn),116.0,-1.2

Continued:
SMILES	BAP1 block	HePTP inhibitor
Clc1ccc(-c2cn3c(n2)CCC3)cc1	123.5	2.4
S=c1[nH]c2ncccc2o1	101.0	11.7
O=C1CCCCCN1CP(=O)(O)CCc1ccccc1	93.7	5.6
O=C(NC(Cc1ccccc1)C(=O)O)c1ccccc1 (stereo not drawn)	95.4	6.7
O=C1OCc2ccc(NC(=O)C3CCCCC3)cc21	101.3	7.5
Nc1ccc2nn(-c3ccc(Cl)cc3)nc2c1	x	3.1
Cc1c(/C(O)=C2/C(=O)C(=O)N(CCN3CCOCC3)C2c2ccco2)cnn1-c1ccccc1 (stereo not drawn)	81.2	3.2
COc1ccccc1CNS(=O)(=O)c1cccc(S(=O)(=O)N2CCOCC2)c1	115.1	-5.7
COc1cccc(C2c3c(oc4ccc(Cl)cc4c3=O)C(=O)N2c2cc(C)on2)c1OC (stereo not drawn)	57.5	3.7
COc1ccccc1CN(Cc1cc2cc(C)cc(C)c2[nH]c1=O)Cc1nnnn1CC1CCCO1 (stereo not drawn)	56.7	8.1
CCOC(=O)c1ccccc1NC(=O)Cn1cnc2c1c(=O)n(C)c(=O)n2C	105.6	11.7&2.5
O=C(Cn1cnc2c(nnn2Cc2ccc(F)cc2)c1=O)N1CCN(c2ccccc2)CC1	91.3	2.5
CC(=O)C(Sc1nc(-c2ccco2)nc2c1c(=O)n(C)c(=O)n2C)C(=O)N(C)C (stereo not drawn)	x	2.5
CC1(C)c2ssc(=S)c2-c2ccccc2N1C(=O)COc1nc2ccccc2s1	x	-9.6
CCN(CC)S(=O)C12CC3CC(CC(C3)C1)C2 (stereo not drawn)	x	2.9
COc1ccc(C2NC(=O)NC(C)=C2C(=O)Nc2cccc(Cl)c2)cc1 (stereo not drawn)	x	-7.4
CC(C)(C)c1ccc(S(=O)(=O)N2CCCC2)cc1	x	11.7
COc1ccc(Br)cc1/C=N/N=C1/NC(=O)CS1	x	-11.7
O=C(/C=C/c1ccc(-c2ccccc2)o1)c1ccco1	x	-22.4
CCCCn1cnc2sc3c(c2c1=N)CCCC3	102.0	-9.1
CSc1nnc2c(n1)[nH]c1c(C)cccc12	84.0	-7.0
COc1cccc(C(=O)NC(NC(=S)Nc2ccccc2Cl)C(Cl)(Cl)Cl)c1 (stereo not drawn)	x	-0.9
CCCNC(=O)Cc1ncn[nH]1	103.6	4.8
CC1=C(C(=O)OCCc2ccccc2)C(c2ccc(C)s2)NC(=O)N1 (stereo not drawn)	x	-0.1
CCCNC(=O)c1c(NC(=O)c2cccc(C)c2)sc2c1CCCC2	x	6.6

The list goes on.
SMILES	BAP1 block	HePTP inhibitor
O=C1NCC(CN(c2ccccc2)c2ccccc2)O1 (stereo not drawn)	79.3	0.4
COc1ccc(OC)c(NC(=O)CN(c2cc(OC)ccc2OC)S(C)(=O)=O)c1	x	-0.1
CC(=O)N1CCCc2cc(S(=O)(=O)N3CCN(c4ccccn4)CC3)ccc21	113.8	7.7
Cc1sc(CO)c(Sc2ccccc2)c1C(=O)O	126.1	10.3&5.7
CCN=C1SC(C(=O)Nc2cccc(C(=O)O)c2)CC(=O)N1CC (stereo not drawn)	91.0	7.7
Cn1c(=O)c2c(nc(Oc3ccccn3)n2C)n(C)c1=O	103.3	-1.4
CC(=O)C1=C(NC(=O)c2ccccc2F)C[C@@H]2[C@H]1C2(C)C	73.4	8.5
O=C(/C=C/c1cccc([N+](=O)[O-])c1)Nc1ccc(F)cc1	x	-4.4
C=CCn1c(SCC(=O)O)nnc1-c1ccncc1	x	5.7
CCC(C)NC(=O)CCS(=O)(=O)c1ccc2c(c1)n(C)c(=O)c(=O)n2C (stereo not drawn)	89.9	-1.2
Oc1ccc2nsnc2c1	56.4	x
COc1ccc(-n2nc3c(c2NC(=O)Cc2cccc(C)c2)CS(=O)C3)cc1 (stereo not drawn)	96.0	2.9
O=C(Cc1n[nH]c(=O)[nH]c1=O)N/N=C/c1ccc(C(F)(F)F)cc1	x	-12.0
O=C(C1=C(O)C(=O)N(c2ncccn2)C1c1cccs1)c1ccco1 (stereo not drawn)	81.6	0.4
CC(=O)c1ccc(C(=O)Nc2nc3c(ccc4ccccc43)s2)cc1	64.0	x
COc1ccc(CNC(=O)Cn2nc(-c3ccc4c(c3)OCCO4)ccc2=O)cc1	x	6.3
O=C(COc1ccc(Cl)cc1Br)NNC(=O)c1ccccc1F	x	1.2
COc1ccccc1Nc1nc(C)cc(=O)[nH]1	115.4	8.4
CCC(=O)Nc1ccc(-c2nnc(SCC(=O)Nc3nccs3)n2C)cc1	96.0	11.6
NC(=O)c1ccc(NC(=O)CCC(=O)O)cc1	x	-23.8
COc1cc(NC(=O)Nc2ccccc2)c(OC)cc1NC(=O)CN1CCCCC1	80.7	-11.3
COC(F)(C(=O)Nc1ccc2c(c1)C(=O)NC2=O)C(F)(F)F (stereo not drawn)	95.1	7.9
COC(=O)c1cc(C(=O)NCCCN(C)C)cc([N+](=O)[O-])c1	x	-1.2
CCN(CC)c1ccc(C(=O)NCC(=O)OC)cc1	x	4.2
CC(=O)Nc1ccc(S(=O)(=O)N2CCC(c3nc4ccccc4[nH]3)CC2)cc1	96.4	4.9

The results go on.
SMILES	BAP1 block	HePTP inhibitor
COc1ccc(C(C2=C(O)CC(C)(C)CC2=O)C2C(=O)CC(C)(C)CC2=O)c2ccccc12 (stereo not drawn)	x	-1.5
O=C(c1ccc(Cl)cc1)c1cc2ccccc2o1	x	-8.1
O=C(CCCOc1ccc(Cl)cc1Cl)Nc1ccc(F)c(Cl)c1	x	-0.6
O=C1/C(=C/c2ccc(O)c(O)c2)SC(=S)N1c1ccc(O)cc1	x	2.4
O=C(CN1CCOCC1)NC1CC2CCC1C2 (stereo not drawn)	79.4	-5.7
CC(=O)NCCN1C(=O)C(=O)/C(=C(/O)c2ccc(Cl)cc2)C1c1ccccc1F (stereo not drawn)	108.0	x
CN1CCc2c(sc3c2C(=O)NC(c2ccccn2)N3)C1 (stereo not drawn)	68.5	-0.8
COC(=O)[C@H](Cc1ccccc1)NC(=O)NCC1CCCO1 (stereo partly drawn)	104.0	5.1
O=C1/C(=C/c2ccc(Cl)cc2Cl)SC(=S)N1C1CCS(=O)(=O)C1 (stereo not drawn)	x	4.2
CCC1Oc2ccccc2N(CC(=O)NCCC2=CCCCC2)C1=O (stereo not drawn)	105.1	3.4
Cc1ccc(-c2nc3sc4c(c3c(=O)o2)CCCCC4)cc1	x	6.0
COC(=O)c1c(C)oc2ccc(O)cc12	x	10.1
Cc1ccc(N(CC(=O)NCC(C)NC(=O)CN(c2ccc(C)cc2)S(C)(=O)=O)S(C)(=O)=O)cc1 (stereo not drawn)	x	-11.3
CC1Oc2ccccc2N(Cc2cccnc2)C1=O (stereo not drawn)	103.1	4.3
O=C(COC(=O)c1ccccc1NC(=O)c1ccco1)Nc1ccc2c(c1)OCO2	69.9	2.3
CCOC(=O)c1cccc(NC(=O)c2cncc(Br)c2)c1	x	4.6
c1ccc(OCCSc2ncnc3nc[nH]c23)cc1	98.9	7.5
COc1cc(C(=O)O)cc(OC)c1OCc1cc(C(=O)O)oc1C	90.1	2.5
Cc1cc(C)nc(-n2nc(C)cc2NC(=O)CN2CCCC(C)C2)n1 (stereo not drawn)	96.6	1.2
Cc1onc(-c2ccccc2Cl)c1C(=O)NCc1ccc(S(N)(=O)=O)cc1	121.0	-12.0
c1ccc(-n2ncc3c(NCc4ccc5c(c4)OCO5)ncnc32)cc1	143.2	3.2
Cc1ccc2[nH]c(C)c(CN3CCCC3)c(=O)c2c1	x	4.5
COc1ccc(-c2nc(-c3cccc(C)c3)no2)cc1OC	126.1	7.7
CCOC(=O)c1ccc(Nc2ncnc3c2cnn3C)cc1	140.2	-3.6

Hits appear at their usual frequency; overall some 0.91% were active at least once.
